# GSTO1 counter = GSTO1 inhibition, counter-screen for RBBP9 inhibitors. inhibition, % at 5.96 µM. 300,000 tested, 1.1% active. AID 1974. recombinant GSTO1, activity-based probe fluorescence polarization. P78417;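 active means inhibition above the campaign mean inhibition plus 3 SD, cut at about 35% in these data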;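 further: 0% = GSTO1-1 with DMSO and 100% = wells lacking GSTO1-1 enzyme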
# Target sequence (P78417 whole entry, looked up): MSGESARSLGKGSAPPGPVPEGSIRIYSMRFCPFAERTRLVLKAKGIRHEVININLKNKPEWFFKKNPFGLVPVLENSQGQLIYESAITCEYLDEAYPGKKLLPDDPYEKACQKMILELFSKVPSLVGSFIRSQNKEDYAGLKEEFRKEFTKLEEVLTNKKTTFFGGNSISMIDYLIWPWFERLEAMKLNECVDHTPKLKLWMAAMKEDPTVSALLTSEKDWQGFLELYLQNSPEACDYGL
# LYPLA2 counter = counter-screen for PME1 inhibitors: inhibitors of human LYPLA2; AID 2177; inhibition, % at 5.9 µM; recombinant LYPLA2, FP-Rh probe fluorescence polarization; 320,000 tested, 0.38% active;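 active means inhibition above the screen-wide mean plus 3 SD, limit set per campaign, cut at about 26% in these data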;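 further: 0% = LYPLA2 with DMSO and 100% = wells lacking LYPLA2 enzyme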
# Target sequence (O95372 whole entry, looked up): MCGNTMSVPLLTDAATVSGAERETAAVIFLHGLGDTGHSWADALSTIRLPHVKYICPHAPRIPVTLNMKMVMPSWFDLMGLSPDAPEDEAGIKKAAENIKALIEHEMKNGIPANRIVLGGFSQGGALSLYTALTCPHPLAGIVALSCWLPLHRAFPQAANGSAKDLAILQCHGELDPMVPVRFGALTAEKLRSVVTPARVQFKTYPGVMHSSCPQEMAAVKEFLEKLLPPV
# PAFAH1B2 FP inh = inhibitors of human PAFAH1B2 | recombinant PAFAH1B2, FP-rhodamine activity probe, fluorescence polarization | inhibition, % at 3.39 µM | 340,000 tested, 1.2% active | AID 492953;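 active means inhibition above the mean of all tested compounds plus 3 SD, cut at about 24% in these data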;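 further: 0% = enzyme with DMSO and 100% = wells lacking PAFAH1B2; many of its hits are not listed in these tables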
# Target sequence (P68402 whole entry, looked up): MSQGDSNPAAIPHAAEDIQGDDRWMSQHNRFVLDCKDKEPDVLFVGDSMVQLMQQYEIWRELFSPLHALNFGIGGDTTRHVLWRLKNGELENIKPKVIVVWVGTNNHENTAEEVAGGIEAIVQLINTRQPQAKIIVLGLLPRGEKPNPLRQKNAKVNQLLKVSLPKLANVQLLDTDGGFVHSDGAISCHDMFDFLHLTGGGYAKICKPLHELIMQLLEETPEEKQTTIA
# PAD4 inh = PAD4 (human) enzyme inhibition; Q9UM07; recombinant PAD4, RCA probe fluorescence polarization; AID 485272; 330,000 tested, 0.41% active; inhibition, % at 6.36 µM;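 active means percent inhibition above a cutoff equal to the mean of all tested compounds plus 3 SD, cut at about 15% in these data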;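 further: 0% = PAD4 with RCA probe and DMSO and 100% = probe without PAD4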
# pPAFAH FP inh = inhibitors of human plasma PAF acetylhydrolase (pPAFAH); 330,000 tested, 1.5% active; recombinant pPAFAH, FP-rhodamine probe fluorescence polarization; AID 463082; inhibition, % at 3.39 µM; Q13093;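 active means inhibition above the mean inhibition across the screen plus 3 SD, cut at about 25% in these data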;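 further: inhibitors block binding of the rhodamine activity-based probe so polarization drops; 0% = enzyme with DMSO and 100% = wells lacking pPAFAH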
# PME-1 primary = blocks human protein phosphatase methylesterase 1 | Q9Y570 | recombinant PME-1, FP-Rh probe fluorescence polarization | inhibition, % at 5.9 µM | 320,000 tested, 0.53% active | AID 2130;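 active means inhibition above the campaign mean of all compounds plus 3 SD, cut at about 26% in these data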;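 further: competitive labeling of PME-1 active site by serine hydrolase directed probe; 0% = PME-1 with DMSO and 100% = wells lacking PME-1 enzyme; inhibitors block probe labeling so polarization falls and inhibition rises; many of its hits are not listed in these tables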
# PREPL inhibitor = inhibits the human prolyl oligopeptidase-like enzyme; Q4J6C6; inhibition, % at 5.96 µM; recombinant PREPL, fluorescence polarization activity-based probe; 320,000 tested, 0.68% active; AID 2751; in the data active means inhibition above about 43%;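 further: 0% = enzyme with DMSO and 100% = wells lacking enzyme; many of its hits are not listed in these tables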
# LYPLA1 counter = counter-screen for PME1 inhibitors: inhibitors of human LYPLA1; O75608; inhibition, % at 5.9 µM; 320,000 tested, 0.16% active; recombinant LYPLA1, FP-Rh probe fluorescence polarization;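 active means inhibition above the mean of all tested compounds plus 3 SD, set per campaign, cut at about 14% in these data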;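 further: inhibitors block serine hydrolase probe labeling of LYPLA1 so polarization falls; 0% = enzyme with DMSO and 100% = wells lacking LYPLA1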
# PAFAH1B3 FP inh = inhibitors of human PAFAH1B3; Q15102; inhibition, % at 3.39 µM; 340,000 tested, 0.28% active; recombinant PAFAH1B3, FP-rhodamine probe, fluorescence polarization; AID 492972;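 active means inhibition above the screen-wide average of all tested compounds plus 3 SD, cut at about 25% in these data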;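 further: 0% = enzyme with DMSO only and 100% = wells lacking PAFAH1B3 protein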
# Target sequence (Q15102 whole entry, looked up): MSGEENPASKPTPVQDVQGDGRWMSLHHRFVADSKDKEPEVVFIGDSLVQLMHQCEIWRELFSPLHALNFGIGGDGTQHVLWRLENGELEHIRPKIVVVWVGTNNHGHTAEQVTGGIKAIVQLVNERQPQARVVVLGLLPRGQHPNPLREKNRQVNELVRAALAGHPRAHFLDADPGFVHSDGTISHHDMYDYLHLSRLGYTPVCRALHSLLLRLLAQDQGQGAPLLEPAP
# The depositor's hits bear a star; x = no result given. A portion of the library; rates above refer to the full screens.
SMILES	PME-1 primary	PAD4 inh	PAFAH1B3 FP inh	LYPLA2 counter	pPAFAH FP inh	PREPL inhibitor	LYPLA1 counter	PAFAH1B2 FP inh	GSTO1 counter
Cc1ccccc1N1C(S)=C(C#N)C(=O)NC1c1ccco1 (configuration not stated)	-4	-3	-6	0	20	4	-2	0	16
Clc1ccc(N/N=C/c2ccncc2)cc1Cl	11	5	12	-5	9	5	8	-2	-10
CN(C)c1ccc(C2Nc3cccc4cccc(c34)N2)cc1	12	-1	5	-9	-5	21	-2	-1	20
CC(C)(C)c1ccc(OCC(=O)Nc2cccc(S(=O)(=O)NC3=NCCCCC3)c2)cc1	-12	-6	9	4	4	34	0	1	x
CC(NC(=O)COc1ccc(S(=O)(=O)N2CCCC2)cc1)c1ccccc1 (configuration not stated)	3	-1	2	-1	6	-4	-1	2	-1
Cn1c(=NC(=O)c2ccccc2[N+](=O)[O-])sc2cccc(F)c21	-1	-2	8	1	4	-1	-4	4	-3
O=C(N/N=C/c1cc([N+](=O)[O-])c(N2CCOCC2)cc1N1CCOCC1)c1cccnc1	-7	6	0	1	5	24	-2	9	-10
O=C(NNc1c([N+](=O)[O-])cc(C(F)(F)F)cc1[N+](=O)[O-])c1ccco1	5	4	6	0	3	4	3	13	0
O=C(Cn1cc2c(n1)CCCC2)Nc1cc(-c2cccc(Cl)c2)no1	-8	0	-6	-9	3	-11	-5	5	-5
O=C(NNC(=O)c1ccc(S(=O)(=O)N2CCOCC2)cc1)c1ccccc1	-2	0	4	-1	-2	8	3	0	0
CC(=O)N1c2ccccc2Nc2ccccc21	-5	-5	6	-2	2	-5	-4	5	6
CCc1noc(C)c1C(=O)NNC(=O)c1cc(OC)c(OC)c(OC)c1	1	-3	4	3	3	-2	4	3	-4
O=C(c1cccc(S(=O)(=O)N2CCc3ccccc32)c1)N1CCOCC1	x	1	11	x	0	14	x	2	x
CCOC(=O)C1(CC)CC(CSc2nc3ccccc3[nH]2)OC1=O (configuration not stated)	-10	3	3	3	-1	-5	-2	-1	-4
OC1CC(c2ccco2)NC2(CCCCC2)C1 (configuration not stated)	2	1	3	4	1	3	-2	8	-8

# Pulled one by one from the list above (3):
SMILES	PME-1 primary	PAD4 inh	PAFAH1B3 FP inh	LYPLA2 counter	pPAFAH FP inh	PREPL inhibitor	LYPLA1 counter	PAFAH1B2 FP inh	GSTO1 counter
CCOC(=O)C1(CC)CC(CSc2nc3ccccc3[nH]2)OC1=O (configuration not stated)	-10	3	3	3	-1	-5	-2	-1	-4
O=C(NNC(=O)c1ccc(S(=O)(=O)N2CCOCC2)cc1)c1ccccc1	-2	0	4	-1	-2	8	3	0	0
Cn1c(=NC(=O)c2ccccc2[N+](=O)[O-])sc2cccc(F)c21	-1	-2	8	1	4	-1	-4	4	-3

# More records follow.
SMILES	PME-1 primary	PAD4 inh	PAFAH1B3 FP inh	LYPLA2 counter	pPAFAH FP inh	PREPL inhibitor	LYPLA1 counter	PAFAH1B2 FP inh	GSTO1 counter
COC(=O)N1CCc2c(sc(NC(=O)C3COc4ccccc4O3)c2C(N)=O)C1 (configuration not stated)	-4	-1	17	0	6	-8	-1	3	1
COc1cc([N+](=O)[O-])ccc1-c1ccc(C(=O)Nc2ccc(NC(C)=O)cc2)o1	-2	1	5	1	13	4	1	5	8
COc1ccccc1NC(=O)c1ccc2nc(C)c(C)nc2c1	-2	0	5	-1	2	-4	-2	3	0
O=C(O)Cc1cn(-c2ccccc2)nc1-c1ccccc1	6	0	5	4	3	15	-1	0	2
O=C(c1ccc(Cl)c(S(=O)(=O)N2CCCC2)c1)N1CCN(c2ccccc2F)CC1	-1	-6	7	-4	0	17	1	1	-6
CC1Nc2ccccc2C(=O)N1NS(=O)(=O)c1ccccc1 (configuration not stated)	5	-3	5	-4	-3	8	0	4	-2
Cc1nonc1NC(=O)N1CCCC1	2	2	3	12	3	25	1	2	-4
CS(=O)(=O)N1CCN(c2ccc([N+](=O)[O-])c(NCc3ccccc3)c2)CC1	11	-2	1	8	1	4	3	7	-7
Cc1ccccc1CN(c1ccc(C(=O)N2CCc3ccccc3C2)cc1)S(C)(=O)=O	2	5	0	2	5	-5	-1	7	4
Cc1ccc(S(=O)(=O)N2CCOC23CCN(C(=O)C(=O)NCc2ccccc2)CC3)cc1	5	-1	6	3	1	-2	3	4	12
CCCC/C(C)=N/NC(=O)NC1CCCCC1	-1	-2	2	2	2	16	3	-4	3
Cc1[nH][nH]c(=O)c1C=Nc1ccc(C(F)(F)F)cc1	-2	-11	6	-10	-3	-3	-7	0	8
CCCCc1nnc(NC(=O)c2cccc(S(=O)(=O)N3CCN(C)CC3)c2)s1	-2	-1	10	4	3	12	-2	-2	-3
O=C1c2cc(F)ccc2OC2(CCNCC2)C12CC(c1ccccc1)=NO2 (configuration not stated)	-6	0	4	5	-1	1	0	3	2
COc1ccc(NC(=O)N2CCCC(c3nc(-c4ccc(F)cc4)no3)C2)cc1 (configuration not stated)	-1	-1	18	1	5	12	-1	9	-8

# Continuation.
SMILES	PME-1 primary	PAD4 inh	PAFAH1B3 FP inh	LYPLA2 counter	pPAFAH FP inh	PREPL inhibitor	LYPLA1 counter	PAFAH1B2 FP inh	GSTO1 counter
COc1cccc2sc(N(CCN(C)C)C(=O)c3ccc(S(=O)(=O)N4CCCC4)cc3)nc12	-3	1	-1	-6	-3	6	-1	-1	2
Cn1c(=O)c(=O)n(C)c2cc(S(=O)(=O)N3CCCC3C(=O)Nc3ccc(F)cc3)ccc21 (configuration not stated)	-6	-4	4	-5	-2	7	1	5	5
Cn1c(CCNC(=O)OC(C)(C)C)n[nH]c1=S	2	0	-2	4	4	8	4	-2	5
Cn1c(=O)c2c(nc(N3CCN(Cc4ccccc4)CC3)n2CC(=O)c2ccccc2)n(C)c1=O	-4	4	0	4	-2	25	1	0	7
C=CCSc1nnc(NC(=O)c2c(CC)noc2C)s1	-4	3	11	1	0	-7	4	4	3
O=C(CN1CCCCCC1)NCCN1C(=O)S/C(=C\c2ccccc2Cl)C1=O	3	2	4	0	5	38	-1	9	7
Cc1nn(CC(=O)NCCC2=CCCCC2)c(C)c1S(=O)(=O)N(C)C	x	3	4	x	5	6	x	1	x
CCOC(=O)c1cc2c(=O)n3ccccc3nc2n(Cc2ccco2)c1=NC(=O)c1ccc(OC)cc1OC	9	0	4	0	12	-2	-2	4	-1
COC(=O)C[C@H]1c2cc(C(F)(F)F)ccc2S(=O)(=O)N1Cc1ccccc1OC	0	-3	8	2	5	-6	-1	6	-8
O=S(=O)(NC1CCCCC1)c1ccc(-c2csnn2)s1	10	4	8	0	17	-4	3	4	3
CC1CCCC(NC(=O)Cn2c(Cl)nc3c2c(=O)n(C)c(=O)n3C)C1C (configuration not stated)	x	-2	2	x	-5	15	x	10	x
COC(=O)c1cc(NC(=O)c2ccc(OC)cc2)c(=O)oc1C	-6	-5	-1	-2	5	-2	-1	4	0
CC(C)OC(=O)/C(C#N)=C\c1cccnc1	-3	-4	9	1	-4	0	4	4	1
CC(=O)c1ccc(NC(=S)NC(=O)Cc2ccc(Cl)cc2)cc1	-2	-1	3	-1	3	-17	2	0	-2
CNc1nc(C)nc(-c2ccccc2O)n1	2	0	-2	5	-3	2	3	-3	1

# (listing goes on)
SMILES	PME-1 primary	PAD4 inh	PAFAH1B3 FP inh	LYPLA2 counter	pPAFAH FP inh	PREPL inhibitor	LYPLA1 counter	PAFAH1B2 FP inh	GSTO1 counter
Cc1cc(C)nc(NS(=O)(=O)c2ccc(CC(C)C)cc2)c1	3	-3	-4	0	0	3	-3	-1	-6
Cc1ccc(C(=O)NCc2ccc3c(c2)OCO3)o1	0	2	8	-1	-5	6	-3	-4	7
CC(=O)NC(c1ccccc1)c1cc([N+](=O)[O-])c2cccnc2c1O (configuration not stated)	-1	-5	8	2	13	11	3	3	9
CC1CCCN(C(=O)C(=O)Nc2ccc3nc4n(c(=O)c3c2)CCCCC4)C1 (configuration not stated)	1	4	-1	5	1	1	5	4	-6
CC1(C)Cc2c(C#N)c(SCCO)nc(N3CCOCC3)c2CO1	2	0	-1	2	1	2	1	0	-1
COc1ccc(C(c2oc(CO)cc(=O)c2O)c2oc(CO)cc(=O)c2O)cc1	2	-1	0	8	4	5	4	-5	6
c1cncc(CNc2nc(N3CCOCC3)nc(N3CCOCC3)n2)c1	-2	-1	5	3	1	3	0	0	2
COc1ccc(-c2cc(C(F)(F)F)nc(SCC(=O)Nc3ccc4c(c3)OCO4)n2)cc1	-3	4	9	1	7	4	3	2	-9
COc1ccc(NC(=O)c2cncc(Br)c2)cc1S(N)(=O)=O	4	4	10	2	-1	-3	-1	2	3
CCOC(=O)c1c(C)oc2c1cc(O)c1ccccc12	9	-9	-4	2	5	16	-2	8	15
O=C(NC(=S)N1CCN(Cc2ccccc2)CC1)c1ccco1	0	-3	5	1	4	3	-5	9	10
Cc1noc(C)c1S(=O)(=O)N(CC(=O)NC1CCCC1)c1ccc(C(C)C)cc1	-2	4	2	2	-1	4	-3	-1	7
O=C1c2ccccc2C(=O)N1c1nc2nccc(-c3ccccc3)n2n1	3	2	-2	1	-1	2	-1	1	5
COc1ccc(NC(=O)COc2ccc3c(c2)OCO3)cc1	0	-7	2	-6	6	-2	-1	1	0
COc1ccccc1-c1c(C)nn2c(N)c(-c3ccc(Cl)cc3)cnc12	-3	0	2	1	7	19	0	1	1
O=C(OC(C(=O)NCc1ccc2c(c1)OCO2)c1ccc(Cl)cc1)c1ccco1 (configuration not stated)	-1	-6	-3	-10	-2	-7	-6	1	12

# As entered above:
# Reading of COc1ccc(NC(=O)c2cncc(Br)c2)cc1S(N)(=O)=O under LYPLA2 counter: 2
# Reading of Cc1cc(C)nc(NS(=O)(=O)c2ccc(CC(C)C)cc2)c1 under PAD4 inh: -3

# Four compounds already listed, sorted by heavy-atom count, rising:
SMILES	PME-1 primary	PAD4 inh	PAFAH1B3 FP inh	LYPLA2 counter	pPAFAH FP inh	PREPL inhibitor	LYPLA1 counter	PAFAH1B2 FP inh	GSTO1 counter
Cc1ccc(C(=O)NCc2ccc3c(c2)OCO3)o1	0	2	8	-1	-5	6	-3	-4	7
O=C(NC(=S)N1CCN(Cc2ccccc2)CC1)c1ccco1	0	-3	5	1	4	3	-5	9	10
COc1ccccc1-c1c(C)nn2c(N)c(-c3ccc(Cl)cc3)cnc12	-3	0	2	1	7	19	0	1	1
CC1CCCN(C(=O)C(=O)Nc2ccc3nc4n(c(=O)c3c2)CCCCC4)C1 (configuration not stated)	1	4	-1	5	1	1	5	4	-6

# Screens as filed in PubChem.
